Assay outcomes from PubChem BioAssay.
BCLXL inh = inhibitors of human Bcl-xL; Q07817; GST-Bcl-xL / FITC-Bim BH3 peptide fluorescence polarization; inhibition, % at 10.9 µM; 320,000 tested, 0.7% active; AID 2129;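 active means inhibition above the mean of all tested compounds plus 3 SD, cutoff set per campaign, cut at about 30% in these data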;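 further: 0% = DMSO wells and 100% = unlabeled Bim-BH3 peptide competitor; inhibitors lower millipolarization by displacing the labeled peptide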
Fam108B counter = blocks mouse Fam108B hydrolase in RBBP9 counter-screen. recombinant Fam108B, FP-Rh probe fluorescence polarization. 300,000 tested, 0.33% active. inhibition, % at 9.51 µM. AID 1947;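 active means inhibition above the screen mean inhibition plus 3 SD, computed separately per campaign, cut at about 18% in these data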;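 further: inhibitors lower polarization as less probe binds the enzyme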
MEX-5 binding = C. elegans MEX-5 TCR-2 RNA binding activity; Q9XUB2; activity score (negative = inhibition of binding), % at 10 µM; 300,000 tested, 0.38% active; MEX-5/FITC-TCR2 RNA binding, fluorescence polarization; active compounds read low;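 active means inhibition past about -25% in most replicates, and total fluorescence under double the plate's negative control median, limit read from the data; inconclusive means replicates evenly split on the limit, or fluorescence at least double controls; inactive means too little inhibition in most replicates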;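 further: 0% = DMSO and -100% = 5 µM competing unlabeled TCR2 RNA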
PAFAH1B2 FP inh = PAFAH1B2 (human) inhibition; recombinant PAFAH1B2, FP-rhodamine activity probe, fluorescence polarization; 340,000 tested, 1.2% active; P68402; inhibition, % at 3.39 µM; AID 492953;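 active means inhibition above the mean of all tested compounds plus 3 SD, cut at about 24% in these data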;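 further: 0% = enzyme with DMSO and 100% = wells lacking PAFAH1B2; many of its hits are not listed in these tables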
Target sequence (P68402 whole entry, looked up): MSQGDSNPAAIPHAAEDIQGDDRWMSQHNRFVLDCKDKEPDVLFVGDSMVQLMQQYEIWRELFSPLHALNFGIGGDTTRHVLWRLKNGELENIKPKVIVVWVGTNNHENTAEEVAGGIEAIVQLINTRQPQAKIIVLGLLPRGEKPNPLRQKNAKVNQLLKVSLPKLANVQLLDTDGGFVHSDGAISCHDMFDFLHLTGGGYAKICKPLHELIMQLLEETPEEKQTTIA
MCL1-BIM inh = MCL1-BIM-BH3 interaction inhibition (human); GST-MCL1 / FITC-Bim-BH3 fluorescence polarization; inhibition, % at 10.9 µM; 320,000 tested, 0.68% active;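 active means inhibition above the mean inhibition of all tested compounds plus 3 SD, set per campaign, cut at about 40% in these data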;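 further: 0% = DMSO wells and 100% = unlabeled Bim-BH3 peptide control; higher means more loss of mP so more displacement of Bim peptide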
Target sequence (Q07820 whole entry, looked up): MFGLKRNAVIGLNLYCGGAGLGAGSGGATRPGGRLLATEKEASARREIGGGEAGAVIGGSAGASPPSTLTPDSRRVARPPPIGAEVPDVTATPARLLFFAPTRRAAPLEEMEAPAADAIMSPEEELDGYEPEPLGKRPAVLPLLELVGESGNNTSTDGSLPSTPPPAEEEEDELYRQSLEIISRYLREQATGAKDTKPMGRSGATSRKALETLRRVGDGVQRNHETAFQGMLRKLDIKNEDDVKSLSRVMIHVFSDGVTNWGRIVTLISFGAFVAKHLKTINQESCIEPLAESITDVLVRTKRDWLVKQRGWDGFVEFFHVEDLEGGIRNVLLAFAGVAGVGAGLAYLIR
pPAFAH inh = pPAFAH (human) enzyme inhibition; inhibition, % at 3.39 µM; Q13093; AID 463082; 330,000 tested, 1.5% active; recombinant pPAFAH, FP-rhodamine probe fluorescence polarization;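 active means inhibition above the mean inhibition across the screen plus 3 SD, cut at about 25% in these data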;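 further: inhibitors block binding of the rhodamine activity-based probe so polarization drops; 0% = enzyme with DMSO and 100% = wells lacking pPAFAH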
AHR act = activates the human aryl hydrocarbon receptor | AHR-responsive luciferase reporter cells, luminescence | activation, % at 5 µM | 320,000 tested, 2.5% active | AID 2796; in the data active means activation above about 47%;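 further: 0% = vehicle wells and 100% = reference agonist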
GLD-1 TGE inh = GLD-1-TGE RNA interaction inhibition (C. elegans) | Q17339 | purified GLD-1 + fluorescein TGE RNA, fluorescence polarization | inhibition, % at 5.96 µM | 320,000 tested, 0.44% active;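 active means percent inhibition above a per-plate cutoff, the plate mean of test compounds plus 3 SD, cut at about 30% in these data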;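 further: 0% = DMSO wells with GLD-1 and probe and 100% = wells lacking GLD-1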
Target sequence (Q17339 whole entry, looked up): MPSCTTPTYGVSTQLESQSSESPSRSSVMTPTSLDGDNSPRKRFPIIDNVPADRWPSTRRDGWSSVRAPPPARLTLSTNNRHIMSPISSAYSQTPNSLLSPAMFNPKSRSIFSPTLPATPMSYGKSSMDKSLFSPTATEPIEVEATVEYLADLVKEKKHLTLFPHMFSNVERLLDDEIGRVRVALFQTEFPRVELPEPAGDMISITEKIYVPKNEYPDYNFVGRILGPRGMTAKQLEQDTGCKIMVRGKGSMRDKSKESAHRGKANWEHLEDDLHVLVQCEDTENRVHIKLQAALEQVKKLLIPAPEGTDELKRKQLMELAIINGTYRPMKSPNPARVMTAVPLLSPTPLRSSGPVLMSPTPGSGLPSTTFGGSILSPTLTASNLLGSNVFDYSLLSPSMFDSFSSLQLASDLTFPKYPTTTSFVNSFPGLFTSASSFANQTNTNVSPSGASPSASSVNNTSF
PME-1 inh = PME-1 (human) inhibition | inhibition, % at 5.9 µM | AID 2130 | 320,000 tested, 0.53% active | Q9Y570 | recombinant PME-1, FP-Rh probe fluorescence polarization;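 active means inhibition above the campaign mean of all compounds plus 3 SD, cut at about 26% in these data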;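 further: competitive labeling of PME-1 active site by serine hydrolase directed probe; 0% = PME-1 with DMSO and 100% = wells lacking PME-1 enzyme; inhibitors block probe labeling so polarization falls and inhibition rises; many of its hits are not listed in these tables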
Numbers without * were called inactive; u = inconclusive; x = not tested or not shown.

mol	BCLXL inh	Fam108B counter	MEX-5 binding	PAFAH1B2 FP inh	MCL1-BIM inh	pPAFAH inh	AHR act	GLD-1 TGE inh	PME-1 inh
Cc1ccc(SCCC(=O)Nc2cccc(N(C)S(C)(=O)=O)c2)cc1	5	0	3.2	18	9	8	1	2	1
Cc1ccc(C)c(NC(=S)Nc2ncccc2C)c1	0	-1	-0.9	4	13	1	19	1	7
CCn1c2ccccc2c2cc(N=C3SC(CC(=O)Nc4ccccc4OC)C(=O)N3CCOC)ccc21 (stereo not given)	1	-2	-0.6	2	1	15	62*	5	-8
CCOc1ccc(CNC(=O)C2CCN(S(=O)(=O)N3CCCC3)CC2)cc1OC	5	-3	-1.4	-5	0	-9	0	3	-5
CCn1c(SCC(=O)N/N=C/c2ccncc2)nc2ccccc21	-3	1	-1.3	-4	-7	1	22	-4	10
CC(NC(=S)Nc1c(Cl)cccc1OC(F)F)C(C)(C)C (stereo not given)	2	-4	-2.3	6	12	0	0	8	-7
C=CCn1c(SCC(=O)Nc2ccccc2C)nc(O)cc1=O	2	1	0.3	-2	3	21	4	-14	3
N#Cc1c(N2CCOCC2)nsc1-c1ccc(C(F)(F)F)cc1	7	1	-0.4	x	0	6	-1	4	9
CCOc1ccc(-n2c(=O)c3sccc3n(CC(=O)Nc3cccc(OC)c3)c2=O)cc1	0	-2	-0.3	6	-1	7	1	4	2
COc1cccc(C(=O)OCCNC(=O)c2cccnc2)c1	1	-2	0.5	1	-3	-4	4	-2	4
Cc1nonc1CC(=O)N1CCc2c([nH]c3ccccc23)C1c1ccccc1F (stereo not given)	3	-2	1.9	-2	5	6	13	1	1
O=C(Nc1sc2c(c1C(=O)NCc1cccnc1)CCCC2)c1ccco1	6	1	-0.7	5	11	6	-3	-1	6
CCc1ccc(CNc2ccc(O)cc2)cc1	23	37*	-1.3	20	21	24	10	20	38*
Cc1ccc(C)c(N2CCN(S(=O)(=O)c3ccc4[nH]c(=O)ccc4c3)CC2)c1	2	-3	-0.8	3	4	4	5	2	-7
CCC(=O)NCCCNc1nc2c(C)cccc2cc1C#N	2	3	-0.8	-2	0	2	8	4	-1
O=C(N/C(=C/c1ccccc1Cl)C(=O)N1CCOCC1)c1ccccc1	x	x	x	-2	x	2	-1	1	x
C=CCn1c(SCC(=O)N(C)C2CCCCC2)nnc1C1CC1	x	x	x	5	x	0	23	4	x
C/C(=N/NC(=O)C(C)n1nc(C)c([N+](=O)[O-])c1C)c1ccc(OCC(N)=O)cc1 (stereo not given)	2	1	0.9	8	26	6	1	-1	-2
O=C(NCCc1ccc(Cl)cc1)C1CCN(S(=O)(=O)N2CCCCC2)CC1	-2	1	x	13	-5	2	-1	0	-1
CN/C(=C\[N+](=O)[O-])NCCSCc1ccc(CN(C)C)o1	13	0	x	-5	2	-2	-2	4	1
O=C(COc1ccc(Br)cc1)N1CCOCC1	2	-4	-1.0	-3	0	-6	8	-4	-7
O=C1OC(c2ccccc2)C2(CCCC2)C(=O)C12CCCC2 (stereo not given)	1	8	1.6	8	6	1	0	5	1
O=C(CN(C(=O)CNC(=O)c1ccco1)c1ccc2c(c1)OCCO2)NC1CCCC1	3	0	0.7	5	8	3	-1	-4	-3
Cc1ccn2cc(-c3cccc(NC(=O)c4ccccc4)c3)nc2c1	-2	2	-2.3	0	-4	5	-9	1	-4
Cc1cccc(C(=O)NC2CCN(CC(=O)NCc3ccccc3F)CC2)c1	6	-3	0.3	0	-3	5	2	0	3
COc1cc2c(cc1OC)C1=CC(=O)C(=O)N1C(C)(C)C2	3	-15	u	-6	-3	-5	0	-1	-19
COc1ccc(NC2=C(C(C)=O)C(c3ccccc3)C(C(C)=O)C(C)(O)C2)cc1 (stereo not given)	6	-4	0.3	2	1	1	1	-1	-3
Cn1c(=N)n(CC(=O)c2ccc(Br)s2)c2ccccc21	3	3	1.5	1	3	2	71*	4	1
Cc1ccc(S(=O)(=O)N2CCOCC2)cc1NC(=O)CN1C(=O)NC2(CCCC2)C1=O	x	x	x	4	x	1	-1	3	x
CCOc1ccc(-n2ccnc2SCC(=O)Nc2nnc(CC)s2)cc1	6	0	-1.1	4	-4	3	1	0	3
Cc1ccc(OCC(=O)NCCCNC(=O)c2ccco2)cc1	1	2	-1.8	2	5	11	2	1	0
Cc1nc2sccn2c(=O)c1S(=O)(=O)NCCc1ccccc1	7	-3	2.4	2	5	2	-2	-1	-3
O=C1OCCC1Sc1nnc(-c2ccc(F)cc2)n1Cc1ccccc1 (stereo not given)	0	2	-1.1	11	-5	0	2	-4	1
O=C(NCC1CCCO1)/C(=C/c1ccccc1F)NC(=O)c1ccccc1 (stereo not given)	1	0	-2.9	6	27	0	1	-4	0
O=C(NCC1CCCO1)c1ccc(C(=O)NCC2CCCO2)cc1 (stereo not given)	7	0	0.5	-7	1	-1	2	5	5
O=C1C2C(C(=O)N1/N=C/c1ccco1)C1C=CC2C12CC2 (stereo not given)	3	3	1.6	1	6	4	-2	2	8
COC(=O)c1cc(Oc2ccc(S(=O)(=O)N3CCOCC3)cc2[N+](=O)[O-])cc(C(=O)OC)c1	-2	x	x	2	-3	-1	-1	-5	5
CCOc1ccc(OCCC(=O)N(CCCOC)c2c(N)n(Cc3ccccc3)c(=O)[nH]c2=O)cc1	-2	0	-1.5	0	-19	4	0	6	-1
CCOC(=O)CNC(=O)CSc1nnc(-c2ccncc2)n1-c1ccc(Cl)cc1	-1	0	0.9	0	-2	1	0	9	-8
CCN(CC)S(=O)(=O)c1ccc(Oc2ccccc2)c(N)c1	7	-1	-0.7	3	-1	4	2	0	6
O=C(c1cccc2c1-c1ccccc1C2)N1CCCCC1	1	4	-0.6	-1	-4	2	0	1	0
N=c1c(C(=O)NC2CCCCC2)cc2c(=O)n3ccccc3nc2n1Cc1ccc(F)cc1	3	3	u	6	4	2	2	-8	1
Cc1ccccc1CC(=O)Nc1sc(C(C)C)cc1C(=O)N1CCOCC1	3	-4	-0.1	5	11	3	6	-1	2
O=C(NCCc1c[nH]c2ccccc12)c1ccc(Br)o1	x	x	x	0	x	6	20	-3	x
COc1ccc(-c2cc(C(=O)N3CCN(c4ccccn4)CC3)c3ccccc3n2)cc1	5	1	1.4	1	-1	1	14	3	2
CCOc1ccc(/C=N/NC(=O)c2ccc(Cn3cc(Br)cn3)o2)cc1	0	-1	-0.4	-3	-1	3	25	3	-16
CCOc1ccc2nc(SCC(=O)c3ccc(C)s3)sc2c1	3	-7	2.9	0	0	4	7	-2	-15
Cc1cc(N)n2ncc(-c3ccc(F)cc3)c2n1	-1	1	-3.0	-7	-5	5	45	6	2
Cc1csc2nc(SCC(=O)Nc3ccccc3F)[nH]c(=O)c12	5	-9	0.6	4	-6	2	2	1	-8
O=C(c1ccc(Cl)c(S(=O)(=O)N2CCCCCC2)c1)N1CCN(CCO)CC1	-2	-1	0.8	4	-4	2	1	2	-5
O=c1[nH]c2ccccc2nc1Cc1ccc(Cl)cc1	-1	5	2.2	3	9	3	1	4	-16
COc1cccc2c1cc1c(=O)n(CC(=O)NCCCc3ccccc3)nc(C)n12	4	-1	1.2	0	0	10	5	1	-1
O=C1NN(c2ccccc2)C(=O)/C1=C/c1coc2ccccc2c1=O	5	3	2.8	2	-10	8	9	3	7
COc1ccc(CN2CCN(C(=O)c3ccc4nc(N5CCOCC5)sc4c3)CC2)c(OC)c1OC	8	6	3.6	7	4	1	3	-5	-8
CN(CCOc1ccccc1)CC(O)COc1ccccc1 (stereo not given)	-1	0	1.9	3	1	1	-3	-7	-1
Cc1cccc(NC(=O)CN2CCCN(S(=O)(=O)c3ccc(Br)s3)CC2)c1	10	6	-2.0	3	9	-5	23	-9	9
CCc1nnc(NC2=NCCC2)s1	5	-1	-0.8	-2	6	3	-1	-1	-3
Cc1ccc(C(=O)Nc2ccccc2C(=O)N2CC3(C)CC2CC(C)(C)C3)cc1 (stereo not given)	0	0	0.4	0	-4	6	3	2	-4
CCOC(=O)C(C(=O)Nc1ccc(C)cc1)C1CCCCC1 (stereo not given)	-1	3	-0.2	-3	-2	1	2	-2	1
CCC1(CC)C(=O)N(C)C(=O)NC1=NCc1ccccc1	1	-1	0.2	-5	8	1	2	10	-2

Going on with the list.
mol	BCLXL inh	Fam108B counter	MEX-5 binding	PAFAH1B2 FP inh	MCL1-BIM inh	pPAFAH inh	AHR act	GLD-1 TGE inh	PME-1 inh
CCN(CC)CCCN=C1N[C@@H](c2cccc(C(F)(F)F)c2)C(C(=O)OC)=C(C)N1CC	x	x	x	5	x	2	-1	6	x
COc1cccc(NC(=O)COc2ccc(N3CC(C(=O)NCC(C)C)CC3=O)cc2)c1 (stereo not given)	-3	-1	-0.1	2	-26	-2	2	-17	-3
N=c1c(C(=O)NCCN2CCOCC2)cc2c(=O)n3ccccc3nc2n1CCCN1CCOCC1	2	1	0.9	1	3	3	0	0	4
COc1cnc(SCc2c(Cl)cccc2Cl)nc1Cl	-4	-4	1.0	2	1	3	1	6	-9
Nc1[nH]ncc1-c1ccc(F)cc1	4	0	3.0	-1	-1	30*	4	5	-1
Cc1c(C(=O)N/N=C/c2ccccc2)sc(=S)n1C	4	-2	-3.3	5	9	1	29	-2	-5
COc1ccc(N/C(=C(/C(Cl)=C(Cl)Cl)[N+](=O)[O-])n2nnc3ccccc32)cc1OC	97*	2	-7.0	x	104*	10	9	37*	-2
S=C(NCc1ccco1)N1CCN(c2ccccn2)CC1	2	5	-0.9	3	-3	7	-1	-2	-2
CCCCC(=O)Nc1ccc(NC(=O)c2cccs2)cn1	1	-3	2.8	1	-9	7	2	-1	-2
Brc1ccc(-c2csc(NC3=NCCCCC3)n2)cc1	1	4	-0.1	-2	3	10	35	-2	4
Cc1ccc(C(=O)C(C)N(C(=O)c2ccc(Cl)cc2Cl)N2C(=O)CCCC2=O)cc1 (stereo not given)	-1	3	-0.7	5	1	-2	1	-5	-1
COC(=O)c1c(NC(=O)c2ccc(S(=O)(=O)N3CCOCC3)cc2)sc2c1CCN(C(C)C)C2	1	3	0.6	-4	0	4	5	-9	5
CC1(OC(=O)c2ccco2)C(=O)C=C2C=C(c3ccc(C#N)cc3)OC=C2C1=O (stereo not given)	12	1	-20	x	19	52*	1	13	0
CSC(=NCc1ccco1)NC#N	2	4	-2.7	2	-2	6	0	-2	6
CCOc1cc(-c2nc(C)c(C(C)=O)n2O)ccc1OCC(=O)Nc1cccc(C)c1	6	4	0.9	2	4	7	6	1	7
Cc1cc(Cl)ccc1N(CC(=O)NCc1ccc2c(c1)OCO2)S(C)(=O)=O	6	-1	2.3	x	1	4	3	3	2
COC(=O)c1sc(NC(=O)COc2c(C)cccc2C)nc1C	1	-5	1.4	0	3	5	4	-3	1
CC(=O)c1cnc2cc(-c3cccc(Br)c3)nn2c1C	1	5	1.6	1	0	1	25	11	2
CCc1ccc(NC(=O)CCc2nnc3ccc(N4CCC5(CC4)OCCO5)nn23)cc1	4	-1	1.5	2	2	1	2	1	0

These rows are one share of the data; rates above refer to the full screens.
